Sm TGR inh – blocks Schistosoma mansoni thioredoxin glutathione reductase | Q962Y6 | purified TGR, DTNB reduction, TNB absorbance 405 nm | Potency, µM (series often up to 114 µM), for the others: at the highest dose activity change, negative = inhibition, actives largely listed as inhibitors | 360,000 compounds, 3% hits | AID 485364; also: nearly all actives have a fitted effect of over 60% in size
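First, TGR (20 nM dispensed) and NADPH were mixed with compound. Second, a 15 min room-temperature incubation followed. Third, further NADPH and then DTNB were added to start the reaction. Finally, TNB absorbance was monitored kinetically.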
LmPK inhibitor – inhibitors of Leishmania mexicana pyruvate kinase; 290,000 compounds, 0.37% hits; Potency, µM (doses to about 57.5 µM), for the others: top-dose activity change, negative = inhibition, hits mostly inhibitors; purified LmPK, Kinase-Glo ATP luminescence, 1 h; AID 1721; Q27686
Target sequence (Q27686 whole entry, looked up): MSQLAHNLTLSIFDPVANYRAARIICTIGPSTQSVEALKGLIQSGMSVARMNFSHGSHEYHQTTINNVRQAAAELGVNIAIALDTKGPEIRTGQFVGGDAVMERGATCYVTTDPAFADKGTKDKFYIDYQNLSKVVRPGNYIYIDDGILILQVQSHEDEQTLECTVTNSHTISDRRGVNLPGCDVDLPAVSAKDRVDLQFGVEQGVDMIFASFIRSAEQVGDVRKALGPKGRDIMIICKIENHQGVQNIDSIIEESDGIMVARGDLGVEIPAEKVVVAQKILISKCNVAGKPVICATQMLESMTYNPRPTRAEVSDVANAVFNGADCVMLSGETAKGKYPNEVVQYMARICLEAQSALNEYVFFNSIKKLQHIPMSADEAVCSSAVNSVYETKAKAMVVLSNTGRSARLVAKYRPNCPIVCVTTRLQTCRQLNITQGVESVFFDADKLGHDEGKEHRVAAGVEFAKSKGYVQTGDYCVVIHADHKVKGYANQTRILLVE
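0.1 nM LmPK, 0.5 mM PEP, 0.1 mM ADP; 50 mM imidazole pH 7.2, 7 mM MgCl2, 50 mM KCl; 1 h RT. Kinase-Glo luminescence readout, normalized to no-enzyme (full inhibition) and uninhibited wells.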
Pf growth 96h – P. falciparum growth inhibition at 96 hour, primary screen for plastid delayed-death inhibitors; Potency, µM (doses to about 28.7 µM), inactives show at the highest dose activity change, negative = inhibition, most hits filed as inhibitors; P. falciparum luciferase reporter growth, 96 h; 320,000 compounds, 6.9% hits
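Two-generation exposure (96 h) targets delayed-death phenotype. Reporter parasites carrying integrated firefly luciferase, in red cells at 2% hematocrit and 0.05% parasitemia final, kept at 37 C, 5% CO2; luminescence loss indicates inhibition.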
Pf growth 48h – P. falciparum growth inhibition at 48 hours (one generation) | P. falciparum luciferase growth in erythrocytes, 48 h | Potency, µM (top dose mostly 28.7 µM), for the others: at the top dose activity change, negative = inhibition, actives largely listed as inhibitors | 310,000 compounds, 5.9% hits | AID 504832
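Compounds are pin-transferred into medium, infected erythrocytes (2% hematocrit, 0.1% parasitemia final) are added, and plates sit one parasite generation at 37 C in 5% CO2. Detection reagent is then added and luminescence measured.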
HCV inh – inhibitors of hepatitis C virus infection. 340,000 compounds, 3.4% hits. Potency, µM (titrated, usually from 41.8 µM), without a hit: at the top dose activity change, negative = inhibition, usual class: inhibitors. Huh7.5.1 HCVcc-Cre infection, luciferase reporter, 44 h
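After 44 h co-culture of compound, cells and HCVcc-Cre (~0.5 moi), substrate is added for 15 min at room temperature and luciferase measured over 15 sec. Cells were seeded at 1,000/well and pre-cultured 4 h.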
Tb PYK inh – blocks Trypanosoma brucei pyruvate kinase | Potency, µM (titrated, usually from 76.8 µM), for inactives: at the top dose activity, negative = inhibition, actives largely listed as inhibitors | TbPYK enzyme, Kinase-Glo Plus ATP luminescence, 45 min | 410,000 compounds, 0.12% hits | Q57TT1 | AID 624173; also: nearly all actives have a fitted effect of over 50% in size
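ADP (130 uM final) triggers the TbPYK reaction after compound addition; incubation is 45 min at room temperature. Kinase-Glo Plus is then added and luminescence imaged. Normalized data are fitted to concentration-effect curves.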
* hit, by the source's call; u = inconclusive; x = no result given; & = joins results of further samples; [ ] = another dose, or the depositor's remark. Calls follow the shape of the dose curve; as a rule, active = well fitted curve in the direction sought with a large enough effect; inconclusive = small, poorly fitted or top-dose-only effect, or another doubt; inactive = no such curve, though single readings can be large; an effect the other way counts as inactive or inconclusive. % is scaled to controls: 0 for no effect and ±100 for the full control effect; potency is read from the fitted curve at half-maximal effect.

SMILES | Sm TGR inh | LmPK inhibitor | Pf growth 96h | Pf growth 48h | HCV inh | Tb PYK inh
CCCCNC(=O)O[C@H]1C[C@@H]2CCN3C(=O)CCC[C@H]([C@H]1Cc1ccccc1)[C@H]23 | -29% | 3% | -14% | 2% | 28% | 2%
CC[C@H](C)[C@@H]1NC(=O)c2cc([N+](=O)[O-])cc(F)c2OCC[C@@H](C(N)=O)NC(=O)[C@H](CCCCN)NC1=O | -11% | 1% | -13% | u | 19% | -7%
Cc1ccccc1-c1cc(C(=O)n2cccn2)c2cc(Cl)ccc2n1 | 4% | 2% | -4% | 7% | -14% | -4%
COc1cccc(-c2cc(C(=O)NCC3CCCO3)c3cc(Br)cc(C)c3n2)c1 (stereo unspecified) | -6% | -8% | u | u | u | 5%
O=C(Nc1ccc(N2CCN(C(=O)c3cccs3)CC2)cc1)c1cccnc1 | 14% | 0% | 2.9µM* | u | -2% | 4%
CCCC(=O)Nc1ccc(Cl)c(NC(=O)c2ccco2)c1 | 2% | 6% | x | 19% | u | 3%
Cc1n[nH]c(=O)c2c(NC(=O)CSc3ccc(F)cc3)oc(C)c12 | -26% | x | 32%[activator] | 94%[activator] | 0% | 5%
COc1ccccc1N1CN(Cc2ccccc2)CNC1=S | -14% | 1% | u | u | -3% | 0%
Cc1c(C(=O)O)oc2ccc(S(=O)(=O)NC3CCCCCCC3)cc12 | -11% | 8% | u | u | -12% | -5%
CCOC(=O)c1cccc(NC(=O)CN(C)S(=O)(=O)c2cnc[nH]2)c1 | -1% | -6% | u | 6% | 10% | -19%
Cc1cccc(NC(c2ccc(C)s2)c2ccc3ccc(C)nc3c2O)n1 (stereo unspecified) | 45µM* | -3% | 13% | u | u | -14%
CCOc1ccc(CNC(=O)CCCOc2cc(=O)n(C)c3ccccc23)cc1 | 0% | 1% | x | x | u | 0%
COc1ccc(N2C(=O)CC(Sc3nc4ccccc4s3)C2=O)cc1OC (stereo unspecified) | 8.9µM* | 3% | 33%[activator] | -3% | 10% | -18%
Cc1cccc(NS(=O)(=O)c2ccc3c(c2)Cc2cc(S(=O)(=O)Nc4cccc(C)c4C)ccc2-3)c1C | -7% | 0% | 25% | 9.3µM* | -26% | 1%
COc1cccc2cc(C(=O)N3CCN(c4ccc(C)cc4C)CC3)c(=O)oc12 | -18% | 1% | u | u | 15%&-24% | -12%
COc1ccccc1C(=O)Nc1ccc(N2CCN(Cc3ccccc3)CC2)cc1 | -13% | -1% | -29% | u | u | -3%
COc1cccc(CN2CCN(Cc3nc4c(s3)CCCC4)CC2CCO)c1 (stereo unspecified) | u | 9% | 9% | u | u | 3%
C[C@@H](C(=O)NCC1CC1)[C@H]1C[C@]1(C)[C@H](NC(=O)OCc1ccccc1)c1ccccc1 | 1% | 2% | u | -29% | 3%[8.37 µM] | -3%
O=C(CN1CCCCC1)Nc1scc2c1c(=O)oc1ccccc12 | 3% | 2% | 67%[activator] | 84%[activator] | 6% | -1%
Cn1c(SCC(=O)Nc2cccc3ccccc23)nc(O)cc1=O | 15% | 3% | u | 10µM* | 9% | -6%

Brought forward from above: 7 entries, then new ones.
SMILES | Sm TGR inh | LmPK inhibitor | Pf growth 96h | Pf growth 48h | HCV inh | Tb PYK inh
Cc1cccc(NS(=O)(=O)c2ccc3c(c2)Cc2cc(S(=O)(=O)Nc4cccc(C)c4C)ccc2-3)c1C | -7% | 0% | 25% | 9.3µM* | -26% | 1%
COc1cccc2cc(C(=O)N3CCN(c4ccc(C)cc4C)CC3)c(=O)oc12 | -18% | 1% | u | u | 15%&-24% | -12%
COc1ccccc1C(=O)Nc1ccc(N2CCN(Cc3ccccc3)CC2)cc1 | -13% | -1% | -29% | u | u | -3%
COc1cccc(CN2CCN(Cc3nc4c(s3)CCCC4)CC2CCO)c1 (stereo unspecified) | u | 9% | 9% | u | u | 3%
C[C@@H](C(=O)NCC1CC1)[C@H]1C[C@]1(C)[C@H](NC(=O)OCc1ccccc1)c1ccccc1 | 1% | 2% | u | -29% | 3%[8.37 µM] | -3%
O=C(CN1CCCCC1)Nc1scc2c1c(=O)oc1ccccc12 | 3% | 2% | 67%[activator] | 84%[activator] | 6% | -1%
Cn1c(SCC(=O)Nc2cccc3ccccc23)nc(O)cc1=O | 15% | 3% | u | 10µM* | 9% | -6%
COCCNC(=O)c1ccc(CSc2nc3ccccc3s2)cc1 | 9% | -4% | -24% | -19% | -23% | 0%
O=C(Nc1ccccc1)C1CCCN(C(=O)c2ccc(Cl)cc2)C1 (stereo unspecified) | -1% | 9% | 9% | 24% | -9% | -2%
O=C(CCC(=O)OCC(=O)c1ccc(F)cc1)NC1CCCCC1 | 6% | 0% | x | 3% | 4% | 4%
CCn1c2ccccc2c2nc3cc(OC)c(OC)cc3nc21 | -29% | 4% | 3.3µM* | 30%[activator] | u | -1%
O=C(CN1C2CCCC1CC(NC(=O)c1ccccc1)C2)Nc1ccccc1 (stereo unspecified) | 8% | 0% | 8.3µM* | u | -1% | 2%
CCCc1cc(=O)oc2cc(C)cc(OC(C)C(=O)NCc3ccncc3)c12 (stereo unspecified) | 2% | 2% | 2.9µM* | 3.3µM* | u | -3%
CN(CC(=O)Nc1ccc(Cl)cc1)CC(=O)Nc1cc(Cl)ccc1C#N | 0% | 6% | 193%[activator] | 50%[activator] | u | 2%
O=C(Nc1ccc2c(c1)OCO2)c1c(Cl)nc2sccn12 | 3% | 1% | 156%[activator] | 113%[activator] | -8% | -2%
CC(Sc1ccsc1[N+](=O)[O-])C(=O)N1CCN(c2ccccn2)CC1 (stereo unspecified) | -33% | 1% | -10% | -35% | -11% | -3%
N#C/C(=C\c1ccc(-c2ccc([N+](=O)[O-])cc2Br)o1)C(=O)N1CCN(c2ccccc2)CC1 | -2% | -2% | u | 23% | -4% | -5%
CC1Cn2c(nc3sc4c(c3c2=O)CC(C)(C)OC4)N1CCO (stereo unspecified) | 6% | 2% | 16% | 0% | 5% | 5%
CCOC(=O)c1[nH]c2ccc(OCC)cc2c1NC(=O)CN1CCN(c2ccccc2)CC1 | 8% | -1% | 51%[activator] | u | 9% | -5%
O=C(CCCC(=O)N(CC(=O)NC1CCCCC1)Cc1ccc2c(c1)OCO2)Nc1ccccn1 | 6% | -1% | 15% | -2% | -17%&4% | 4%
COC(=O)c1cc(S(=O)(=O)N2CCOCC2)ccc1Sc1ccccc1N | 2% | 6% | 40%[activator] | 1% | 9% | u
COCCCn1c(-c2ccc(OC)cc2)nc2nc3ccccc3nc21 | 25% | -3% | x | 16% | 14% | x
COC(=O)c1ccccc1NC(=S)NC(=O)c1ccc2c(c1)OCO2 | 11µM* | 6% | u | 21% | -18% | 2%
O=C(N/N=C/c1ccccc1C(=O)O)C(=O)N1CCCCC1 | x | -2% | 6% | 0% | 12% | -3%
CCCSc1nnc(-c2ccccc2NC(=O)CC)c(=O)[nH]1 | 9% | -3% | 5% | 16% | -2% | -1%
CCC(=O)N=c1sc2ccccc2n1-c1ccccc1 | 10% | -2% | 15% | 29% | -30% | 3%
COC(=O)c1cc2c(N)c(C(=O)c3ccc(Cl)cc3)sc2nc1C(OC)OC | -8% | 7% | -24% | 0% | -16% | 9%

Reformatted with values under each structure: entries from further up
Every second line gives: Sm TGR inh, LmPK inhibitor, Pf growth 96h, Pf growth 48h, HCV inh, Tb PYK inh
> COCCNC(=O)c1ccc(CSc2nc3ccccc3s2)cc1
→ 9%, -4%, -24%, -19%, -23%, 0%
> CCn1c2ccccc2c2nc3cc(OC)c(OC)cc3nc21
→ -29%, 4%, 3.3µM*, 30%[activator], u, -1%
> CC1Cn2c(nc3sc4c(c3c2=O)CC(C)(C)OC4)N1CCO (stereo unspecified)
→ 6%, 2%, 16%, 0%, 5%, 5%
> N#C/C(=C\c1ccc(-c2ccc([N+](=O)[O-])cc2Br)o1)C(=O)N1CCN(c2ccccc2)CC1
→ -2%, -2%, u, 23%, -4%, -5%

More records follow:
SMILES | Sm TGR inh | LmPK inhibitor | Pf growth 96h | Pf growth 48h | HCV inh | Tb PYK inh
CSCCC(NC(=O)c1ccco1)C(=O)N1CC(C)OC(C)C1 (stereo unspecified) | 10% | x | 5% | 16% | 2% | -8%
O=C(Nc1ccc(Cl)c(C(F)(F)F)c1)C1CCCN(S(=O)(=O)c2cnc[nH]2)C1 (stereo unspecified) | -24% | 5% | 10µM* | u | u | -2%
Cc1cc(C)c(NC(=O)Cn2nnc(C(=O)NCc3ccc4c(c3)OCO4)c2N)c(C)c1 | -7% | -1% | 15µM* | 20% | 11% | 7%
CCOc1ccccc1OCCCOc1ccc([N+](=O)[O-])cc1Cl | 4% | 2% | 10µM* | u | 13µM* | -2%
CC1(C)CC(NC(=O)COc2ccc([N+](=O)[O-])cc2)CC(C)(C)N1 | 7% | -2% | 33%[activator] | 2% | 0% | 0%
O=[N+]([O-])c1ccc(SCc2ccncc2)nc1 | -9% | 1% | 7% | -3% | 19% | -3%
CCOC(=O)C1=C(C)NC(=S)NC1c1ccc(C)s1 (stereo unspecified) | 5% | 3% | 48%[activator] | -10% | -5% | -3%
COc1cc(OC)c2c(c1C(CCN1CCOCC1)c1ccc(N(C)C)cc1)OC(=O)CC2c1ccc(N(C)C)cc1 (stereo unspecified) | -16% | 5% | u | 10µM* | u | -7%
COc1ccc(NC(=O)c2cc(-c3ccco3)nc3ccccc23)cc1S(=O)(=O)N1CCOCC1 | 7.9µM* | 3% | u | u | 8.9µM* | -19%
COc1ccccc1CN(C)c1ccc(S(=O)(=O)N2CCN(C)CC2)cn1 | 0% | x | u | u | -4% | 3%
CCCOC(=O)c1ccc(Oc2c(-c3ccc(OC)cc3O)n[nH]c2C)cc1 | 1% | 1% | u | u | u | -7%
CCc1nc(SCc2ccccc2C)n[nH]1 | 9% | -3% | 6.6µM* | -18% | 7% | 2%
Cc1ccc(CSc2nc3ccccc3cc2C=O)cc1 | 9% | 8% | u | 0% | u | 0%
Cc1nc(-c2ccc(C(=O)Nc3cccc(F)c3)cc2)cs1 | 3% | -16% | -6% | 176%[activator] | 3.5µM* | -14%
Cc1ccc(NC(=O)/C=C/c2cccc([N+](=O)[O-])c2)nc1 | -9% | 9% | -94%[5.75 µM] | 25% | 17% | 0%
COc1ccc(CNC(=S)NCc2ccc(OC(C)C)cc2)cc1 | 7% | 5% | 27% | 13% | -2% | -3%
CC(C)c1nnc(NC(=O)CCC(=O)Nc2ccc3cn[nH]c3c2)s1 | 1% | 5% | 50%[activator] | 27% | 2% | -3%
COc1ccc(S(=O)(=O)N(C)c2ccccc2)c2cccnc12 | 1% | 6% | u | -24% | -7% | -17%
Cc1nn2cc(-c3ccc(-c4ccccc4)cc3)nc2s1 | -11% | -12% | 383%[activator] | 195%[activator] | -13% | -8%
